Rhodamine fluor: compound fluoresces in the rhodamine spectral region; Rhodamine-region fluorescence, 547/598 nm, Tris buffer; active compounds read high; max dye-equivalent concentration, M; actives 0.05% (n = 59,000); AID 594; in the data active = max dye-equivalent concentration above about 11 nM; inconclusive = between about 1.1 nM and that limit
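A six-point rhodamine series on each plate calibrates the signal. Compounds sit in 100 mM Tris (pH 8.0) for 15 min at ambient temperature before imaging through 547 nm/598 nm filters.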
TexasRed autofl: compound fluoresces in the Texas Red spectral region | Compound fluorescence, Texas Red channel, 547/618 nm; active compounds read high | max dye-equivalent concentration, M | actives 0.06% (n = 59,000) | AID 587; in the data active = max dye-equivalent concentration above about 10 nM; inconclusive = between about 1.1 nM and that limit
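Texas Red-region profiling: compounds in 100 mM Tris pH 8.0 were read at 547/618 nm after 15 min at room temperature. Intensities were normalized against a six-point Texas Red standard series to give dye-equivalent concentration.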
Fluorescein fluor: fluorescein region autofluorescence; max fluorescein-equivalent concentration, M; Compound autofluorescence, 480/540 nm, fluorescein-equivalent; active compounds read high; AID 593; actives 0.91% (n = 59,000); in the data active = max fluorescein-equivalent concentration above about 10 nM; inconclusive = between about 1.1 nM and that limit
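Fluorescein stocks ranging 3 mM down to 300 nM, plus DMSO blanks, were pinned alongside compounds to build a per-plate standard curve. Buffer: 100 mM Tris, pH 8.0. Incubation 15 min, room temperature; filters 480/540 nm.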
FLuc inh: inhibitors of firefly luciferase; P08659; actives 2.2% (n = 72,000); Potency, µM (series often up to 57.1 µM), inactives show at the top dose activity change, negative = inhibition, most hits filed as inhibitors; AID 411; purified firefly luciferase, luminescence, 8 min; active = well fitted inhibition curve with a large enough effect; inconclusive = small, poorly fitted or top-dose-only effect; also: potency is read from the fitted curve at half-maximal effect; % is scaled to controls: 0 for no effect and ±100 for the full control effect; nearly all actives have a fitted effect of over 40% in size
Target sequence (P08659 whole entry, looked up): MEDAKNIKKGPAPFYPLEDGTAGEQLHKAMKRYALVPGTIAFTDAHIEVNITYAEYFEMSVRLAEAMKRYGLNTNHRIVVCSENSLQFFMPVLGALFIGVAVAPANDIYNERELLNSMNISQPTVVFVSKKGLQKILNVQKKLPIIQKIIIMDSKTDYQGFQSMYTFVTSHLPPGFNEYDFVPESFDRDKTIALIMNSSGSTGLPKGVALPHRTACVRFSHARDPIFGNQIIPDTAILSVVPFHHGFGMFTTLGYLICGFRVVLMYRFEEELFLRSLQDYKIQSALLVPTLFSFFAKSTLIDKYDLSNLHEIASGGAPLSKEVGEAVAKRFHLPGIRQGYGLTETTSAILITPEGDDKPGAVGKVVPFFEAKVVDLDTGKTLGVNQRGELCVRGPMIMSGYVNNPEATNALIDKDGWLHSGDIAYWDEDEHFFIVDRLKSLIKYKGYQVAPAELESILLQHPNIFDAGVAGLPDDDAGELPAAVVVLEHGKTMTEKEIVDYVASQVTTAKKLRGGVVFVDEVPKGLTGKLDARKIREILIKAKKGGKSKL
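Luminescence read-out after 8 min at room temperature; enzyme reaction used luciferin plus 10 uM ATP (linear range) in imidazole buffer pH 7.2 with KCl, MgCl2, Tween 20 and BSA. Each sample was run as a titration.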
The depositor's hits bear a star; i = inactive; ? = inconclusive; [ ] = remark or other dose. An excerpt, so the mix of outcomes need not match the whole.

The line under a structure holds: Rhodamine fluor, TexasRed autofl, Fluorescein fluor, FLuc inh
c1ccc(OCc2nn3c(-c4ccco4)nnc3s2)cc1
  i, i, i, -1.0%[25.5 µM]
C[N+]1(CCNC(=O)/C=N/O)CCCCC1
  i, i, i, 2.0%[25.5 µM]
COc1ccc(CNc2oc(COc3ccccc3Cl)nc2C#N)cc1
  i, i, i, -2.2%[25.5 µM]
Cc1cc(=O)oc2c(CN3CCC(C)CC3)c(O)c(Cl)cc12
  ?, i, 1.12e-08M*, 0.0%[25.5 µM]
COn1c(SC2CCCCC2)nc2ccccc2c1=O
  i, i, ?, -3.2%[25.5 µM]
COc1cc(C2C(C(=O)c3cccs3)=C(O)C(=O)N2c2cc(C)on2)ccc1O (stereo not drawn)
  i, i, i, 0.4%[25.5 µM]
Cc1cc(C)n(C(=O)CSc2nc3ccccc3o2)n1
  i, i, ?, 2.3%[25.5 µM]
CCN1C(=O)CC(N2CCN(c3ccc(OC)cc3)CC2)C1=O (stereo not drawn)
  i, i, i, 0.7%[25.5 µM]
CC(=O)c1c(C)c2c(n1CCN(C)C)CCCC2
  i, ?, ?, 0.4%[25.5 µM]
CCCCN1C[C@H](O)[C@@H](O)[C@H](O)[C@H]1CO
  i, i, i, 0.0%[25.5 µM]
CC(=O)[C@H]1CC[C@H]2[C@@H]3CCC4=CC(=O)CC[C@]4(C)[C@H]3[C@H](O)C[C@]12C
  i, i, ?, -2.3%[25.5 µM]
Cc1cc(C)n(-c2c(F)c(F)c(CN3CCCCC3)c(F)c2F)n1
  i, i, ?, 1.7%[25.5 µM]
COC(=O)c1cc(Br)c(=O)n(-c2cc(C)on2)c1
  i, i, ?, -0.3%[25.5 µM]
CCOc1cccc(N2C(=O)CC(N(CCc3ccc(OC)c(OC)c3)C(=O)CC)C2=O)c1 (stereo not drawn)
  i, i, i, 1.9%[25.5 µM]
CN1CCN(Cc2c(O)ccc3c(-c4ccccc4)cc(=O)oc23)CC1
  i, i, i, -1.7%[25.5 µM]
COc1ccccc1C(=O)NC(=Nc1nc2ccccc2o1)NC(=O)c1ccccc1OC
  i, i, i, -0.6%[25.5 µM]
CC(C)OC(=O)c1nn2c(C(F)(F)F)cc(-c3ccc(Br)o3)nc2c1Br
  i, i, 1.65e-08M*, -2.0%[25.5 µM]
CCOc1ccc2c(c1)n([O-])c1c([n+]2=O)CCCC1
  i, i, i, 0.8%[25.5 µM]
CSc1nc(N2CCCC2)c2c(c1C#N)CC(C)(C)OC2
  i, ?, i, -2.7%[25.5 µM]
Brc1ccc(-c2cnnc(N3CCCC3)n2)cc1
  i, i, ?, -1.3%[25.5 µM]
O=C(O)CCN(CCC(=O)O)c1nnc(SCc2ccccc2)s1
  i, i, ?, -0.8%[25.5 µM]
CN(C)CCCN(CCCNC(=O)/C=N/O)Cc1ccccc1
  i, i, i, 2.4%[25.5 µM]
CN1CCc2c(C#N)c(N3CCCCC3)nc(N3CCOCC3)c2C1
  i, i, i, -0.6%[25.5 µM]
COc1ccc(OC)c(C2/C(=C(/O)c3ccc(C)cc3)C(=O)C(=O)N2Cc2ccco2)c1 (stereo not drawn)
  i, i, ?, 4.0%[25.5 µM]
Cn1nccc1C(=O)Nc1ccccc1C(=O)O
  i, i, i, -2.7%[25.5 µM]
CCOC(=O)/C=c1\s/c(=C(\C#N)C(=O)OCC)n(-c2ccccc2)c1=O
  i, i, i, 1.6%[25.5 µM]
CN1CCN(c2nc(C(N)=O)cc(-c3ccccc3)n2)CC1
  i, i, ?, 1.0%[25.5 µM]
Cc1cc(=O)oc(C)c1C(=O)NCC(C)NC(=O)c1c(C)cc(=O)oc1C (stereo not drawn)
  i, i, ?, 0.1%[25.5 µM]
COc1cccc(COc2nc3c(c(=O)n(C)c(=O)n3C)n2C)c1
  i, i, i, -0.4%[25.5 µM]
Clc1ccc(-c2nn3c(-c4cccc(Cl)c4)nnc3s2)cc1
  i, i, i, -2.1%[25.5 µM]
O=C(OCCN1CCOCC1)c1ccc(OCCN2CCOCC2)cc1
  i, i, i, 2.6%[25.5 µM]
Cc1nc2sc(C)c(C)c2c(=O)o1
  i, ?, i, 2.9%[25.5 µM]
CC1(C)Cc2c(C#N)c(N3CCOCC3)nc(Cc3ccccc3)c2CO1
  i, i, i, 0.4%[25.5 µM]
COc1cc(N2C(=O)CSC23C(=O)Nc2ccccc23)cc(OC)c1OC (stereo not drawn)
  i, i, ?, 2.2%[25.5 µM]
Nc1nonc1OCCc1ccccc1
  i, i, i, 2.7%[25.5 µM]
CCSc1nnc(NC(NC(=O)c2ccco2)(C(F)(F)F)C(F)(F)F)s1
  i, i, i, -0.4%[25.5 µM]
O=c1oc2c3c4c(cc2c(C(F)(F)F)c1CCN1CCOCC1)CCCN4CCC3
  i, ?, 4.61e-08M*, -0.2%[25.5 µM]
Cc1ccc(-n2[nH]c(C)c(C=Nc3cc(C)ccn3)c2=O)cc1
  i, i, i, -11.3%[25.5 µM]
COC(=O)NC(Nc1sc2c(c1C(N)=O)CCCC2)(C(=O)OC)C(F)(F)F (stereo not drawn)
  i, i, i, 0.5%[25.5 µM]
CCc1c(C)c2cc(Cl)c(O)c(CN3CCCCC3)c2oc1=O
  i, i, ?, 0.0%[25.5 µM]

Structures above printed as active in Fluorescein fluor:
smiles | Rhodamine fluor | Fluorescein fluor | FLuc inh
Cc1cc(=O)oc2c(CN3CCC(C)CC3)c(O)c(Cl)cc12 | ? | 1.12e-08M* | 0.0%[25.5 µM]
CC(C)OC(=O)c1nn2c(C(F)(F)F)cc(-c3ccc(Br)o3)nc2c1Br | i | 1.65e-08M* | -2.0%[25.5 µM]
O=c1oc2c3c4c(cc2c(C(F)(F)F)c1CCN1CCOCC1)CCCN4CCC3 | i | 4.61e-08M* | -0.2%[25.5 µM]

Remaining list, next part.
The line under a structure holds: Rhodamine fluor, TexasRed autofl, Fluorescein fluor, FLuc inh
CCOC(=O)c1ccc(NC(=O)COc2ccccc2OC)cc1
  i, i, i, -1.7%[25.5 µM]
N#Cc1nc(COc2ccc(Br)cc2)oc1N1CCN(Cc2ccccc2)CC1
  i, i, i, 1.3%[25.5 µM]
Clc1ccc(-c2nnc3sc(Cc4cccs4)nn23)c(Cl)c1
  i, i, ?, -0.3%[25.5 µM]
CCCSc1nc(O)c(C2OC(=O)c3c2ccc(OC)c3OC)c(=O)n1C (stereo not drawn)
  i, i, i, 1.9%[25.5 µM]
CC(=O)Nn1cnc2c(c1=O)C1(CCCC1)Cc1ccccc1-2
  i, i, i, 0.5%[25.5 µM]
Cc1c(O)c(CN2CCCC(C)C2)cc2c3c(c(=O)oc12)CCC3 (stereo not drawn)
  i, i, i, -0.2%[25.5 µM]
O=C(O)c1cc2cccc(S(=O)(=O)N3CCOCC3)c2cc1O
  i, i, i, 1.7%[25.5 µM]
CC1CNCCN1S(=O)(=O)c1cccc2cnccc12 (stereo not drawn)
  i, i, i, 1.9%[25.5 µM]
Oc1ccc(C=Nc2ccc3ncccc3c2)c(O)c1
  i, i, i, -9.4%[25.5 µM]
CC(NC(=O)Nc1cccnc1)(C(F)(F)F)C(F)(F)F
  i, i, i, 2.3%[25.5 µM]
Cc1ccc(C(=O)C2C(c3cccs3)NC(=O)NC2(O)C(F)(F)F)cc1 (stereo not drawn)
  i, i, i, 0.4%[25.5 µM]
CCCCn1c(-c2ccc(Cl)cc2)nc2c(=O)n(C)c(=O)[nH]c21
  i, i, ?, -1.0%[25.5 µM]
N#Cc1nc(COc2ccccc2)oc1N1CCCC1
  i, ?, i, -0.5%[25.5 µM]
CCN(CC)CCN1C(=O)C(O)=C(C(=O)c2cc3ccccc3o2)C1c1cccnc1 (stereo not drawn)
  i, i, i, -1.6%[25.5 µM]
O=C(O)C1CC(=O)N(Cc2cccs2)C1 (stereo not drawn)
  i, i, i, 0.3%[25.5 µM]
CC1(C)CC(NC(=O)C23CCC(C)(/C(=N/O)C2)C3(C)C)CC(C)(C)N1 (stereo not drawn)
  i, i, ?, 2.3%[25.5 µM]
CN(C)CCCN1C(=O)C(=O)/C(=C(/O)c2ccccc2)C1c1ccccn1 (stereo not drawn)
  i, i, ?, -0.1%[25.5 µM]
COc1ccccc1-c1cc(-c2cc(Cl)ccc2O)n[nH]1
  i, i, i, 0.0%[25.5 µM]
Cc1ccc(C(=O)/C=C/Nc2ccccn2)cc1
  i, ?, i, 0.398µM*
CCC1SC2=NC(C)=C(C(=O)OCCOC)C(c3ccc(C(=O)OC)cc3)N2C1=O (stereo not drawn)
  i, i, ?, -0.3%[25.5 µM]

Ordered by SMILES length (high to low): some entries from above
The line under a structure holds: Rhodamine fluor, TexasRed autofl, Fluorescein fluor, FLuc inh
Cc1ccc(C(=O)C2C(c3cccs3)NC(=O)NC2(O)C(F)(F)F)cc1 (stereo not drawn)
  i, i, i, 0.4%[25.5 µM]
CCCSc1nc(O)c(C2OC(=O)c3c2ccc(OC)c3OC)c(=O)n1C (stereo not drawn)
  i, i, i, 1.9%[25.5 µM]
COc1ccccc1-c1cc(-c2cc(Cl)ccc2O)n[nH]1
  i, i, i, 0.0%[25.5 µM]

Reprinted at random: six entries already listed.
The line under a structure holds: Rhodamine fluor, TexasRed autofl, Fluorescein fluor, FLuc inh
CCCSc1nc(O)c(C2OC(=O)c3c2ccc(OC)c3OC)c(=O)n1C (stereo not drawn)
  i, i, i, 1.9%[25.5 µM]
N#Cc1nc(COc2ccccc2)oc1N1CCCC1
  i, ?, i, -0.5%[25.5 µM]
CC(=O)Nn1cnc2c(c1=O)C1(CCCC1)Cc1ccccc1-2
  i, i, i, 0.5%[25.5 µM]
Cc1ccc(C(=O)C2C(c3cccs3)NC(=O)NC2(O)C(F)(F)F)cc1 (stereo not drawn)
  i, i, i, 0.4%[25.5 µM]
COc1ccccc1-c1cc(-c2cc(Cl)ccc2O)n[nH]1
  i, i, i, 0.0%[25.5 µM]
CC1(C)CC(NC(=O)C23CCC(C)(/C(=N/O)C2)C3(C)C)CC(C)(C)N1 (stereo not drawn)
  i, i, ?, 2.3%[25.5 µM]

More records follow:
The line under a structure holds: Rhodamine fluor, TexasRed autofl, Fluorescein fluor, FLuc inh
C=CCN1C(=O)CC(C(=O)NC)SC1=Nc1ccc(C(=O)OCC)cc1 (stereo not drawn)
  i, ?, i, 1.8%[25.5 µM]
COc1ccccc1N1CCN(C2CCN(C(=O)c3cccs3)CC2)CC1
  i, i, i, 0.1%[25.5 µM]
CCCCCSc1nc(O)cc(=O)[nH]1
  i, i, ?, -0.3%[25.5 µM]
N#Cc1nc(-c2cccs2)oc1NCc1ccccc1Cl
  i, i, ?, -0.3%[25.5 µM]
COc1ccc(C(=O)Nc2cccnc2)cc1C(=O)Nc1cccnc1
  i, i, i, 1.3%[25.5 µM]
CN(C)CC(O)COc1cccc(OCC(O)CN(C)C)c1 (stereo not drawn)
  i, i, i, 1.6%[25.5 µM]
c1cc2c(cc1C1=Nn3c(nnc3C3CCCCC3)SC1)OCO2
  i, i, ?, -3.4%[25.5 µM]
COc1ccc(C(=O)CSC2=C(C#N)C3(CCCCC3)C(C#N)=C(N)N2)cc1
  i, i, i, 0.6%[25.5 µM]
COc1ccc(OC)c(C2/C(=C(/O)c3cnn(-c4ccccc4)c3C)C(=O)C(=O)N2CCN(C)C)c1 (stereo not drawn)
  i, i, i, 2.1%[25.5 µM]
COc1ccc(S(=O)(=O)N2CCC(N3CCCCC3)CC2)cc1
  i, i, ?, 1.0%[25.5 µM]
CCOC(=O)N1CCN(C(=O)c2cn(CC)c3cc(N4CCN(C)CC4)c(F)cc3c2=O)CC1
  i, i, ?, 0.8%[25.5 µM]
CCCCc1nc(N2CCOCC2)c(C#N)c2c1COC(C)(C)C2
  i, i, i, 0.4%[25.5 µM]
COc1ccc(/C(O)=C2\C(=O)C(=O)N(c3cc(C)on3)C2c2cccc(OC)c2OC)cc1C (stereo not drawn)
  i, i, i, 1.0%[25.5 µM]
COc1ccc(-c2oc3ncn4nc(COc5ccccc5)nc4c3c2-c2ccc(OC)cc2)cc1
  i, i, i, -0.8%[25.5 µM]
O=c1[nH]c(CN(CCO)CCO)nc2c1C1(CCCCC1)Cc1ccccc1-2
  i, i, i, 1.4%[25.5 µM]
CCn1nc(NC(=O)c2cccnc2)c2cc3ccccc3nc21
  i, i, ?, -1.7%[25.5 µM]
Cc1cccc(N2C(=O)CC(N3CCN(Cc4ccc(Cl)cc4)CC3)C2=O)c1 (stereo not drawn)
  i, i, i, 3.7%[25.5 µM]

Screening results as filed in PubChem.
